ASAP1 inh – inhibitors of human ASAP1 ArfGAP activity, primary screen, biochemical, fluorescence polarization. ASAP1-stimulated ARF1 GTP hydrolysis, GDP FP detection. inhibition, % at 16.5 µM. AID 624377, 2012. Arf-GAP with SH3 domain, ANK repeat and PH domain-containing protein 1 (Homo sapiens), …. hit rate 0.19% among 360,000; in the data active = inhibition above about 25%;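 also: 0% = vehicle with enzyme and substrate and 100% = no enzyme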
LEDGF integ inh – blockers of LEDGF/p75-dependent integrase strand transfer – biochemical, TR-FRET, high throughput, primary screen. HIV-1 integrase (with human LEDGF/p75). TR-FRET IN-LEDGF/p75 DNA integration, Eu/Cy5. inhibition, % at 3.7 µM. hit rate 0.64% among 370,000. AID 743269, 2014;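 active = inhibition above the screen-wide mean plus 3 SD, cut at about 13% in these data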;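 also: signal is the Cy5 over europium emission ratio at 671 and 618 nm; 0% = plate median of compound wells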
Tn7 DDE FP – inhibitors of Tn7 peptide binding to fibrin DD(E), primary screen, biochemical, fluorescence polarization, human fibrin, Tn7 probe. hit rate 0.13% among 370,000. Fibrinogen beta chain (Homo sapiens), P02675. FP displacement of FITC-Tn7 peptide from fibrin DD(E); 0% = median of compound wells per plate. inhibition, % at 8.3 µM. AID 720508, 2013;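 active = inhibition above the mean of compounds falling within the control limits plus 3 SD of them, cut at about 14% in these data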;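 also: 0% = plate median of compound wells and 100% = 10 µM Aha-Tn7 peptide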
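Assay system: Human clot-derived fibrin DD(E) complex | Buffer or medium: Tris/NaCl/CaCl2 buffer, pH 7.8 | Repeats: One replicate per compound | Benchmarks: Aha-Tn7 high control | Measure: % inhibition scaled between sample-field median and high-control FP | Schedule: 10 min plus 3 h, room temperature | Signal: Fluorescence polarization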
proKLK7 act – proKLK7 zymogen activators, primary screen, biochemical, fluorescence intensity | Kallikrein-7 (Homo sapiens), P49862 | purified proKLK7, EDANS-DABCYL substrate fluorescence; 100% is mature enzyme control, 0% vehicle | activation, % at 7 µM | hit rate 0.9% among 370,000 | AID 652039, 2013;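 active = activation above the mean of all tested compounds plus 3 SD, computed per campaign excluding outliers beyond control limits, cut at about 13% in these data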
PLC-gamma1 inh – PLC-gamma1 enzyme inhibitors, primary screen, biochemical, fluorescence, purified enzyme; 1-phosphatidylinositol 4,5-bisphosphate phosphodiesterase gamma-1 (Homo sapiens), P19174; fluorogenic substrate; hit rate 0.84% among 370,000; inhibition, % at 12.2 µM; in the data active = inhibition above about 9.5%
ADAM17 inh – ADAM17 inhibitors, primary screen, biochemical, QFRET. AID 720648, 2013. hit rate 0.83% among 370,000. recombinant ADAM17, EDANS/DABCYL FRET peptide cleavage. inhibition, % at 6.95 µM;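 active = inhibition above the mean of compounds lying between control limits plus 3 SD, set per campaign, cut at about 8.5% in these data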;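 also: 0% = DMSO-only wells as the low control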
Target sequence (P78536 215-824 limits assumed): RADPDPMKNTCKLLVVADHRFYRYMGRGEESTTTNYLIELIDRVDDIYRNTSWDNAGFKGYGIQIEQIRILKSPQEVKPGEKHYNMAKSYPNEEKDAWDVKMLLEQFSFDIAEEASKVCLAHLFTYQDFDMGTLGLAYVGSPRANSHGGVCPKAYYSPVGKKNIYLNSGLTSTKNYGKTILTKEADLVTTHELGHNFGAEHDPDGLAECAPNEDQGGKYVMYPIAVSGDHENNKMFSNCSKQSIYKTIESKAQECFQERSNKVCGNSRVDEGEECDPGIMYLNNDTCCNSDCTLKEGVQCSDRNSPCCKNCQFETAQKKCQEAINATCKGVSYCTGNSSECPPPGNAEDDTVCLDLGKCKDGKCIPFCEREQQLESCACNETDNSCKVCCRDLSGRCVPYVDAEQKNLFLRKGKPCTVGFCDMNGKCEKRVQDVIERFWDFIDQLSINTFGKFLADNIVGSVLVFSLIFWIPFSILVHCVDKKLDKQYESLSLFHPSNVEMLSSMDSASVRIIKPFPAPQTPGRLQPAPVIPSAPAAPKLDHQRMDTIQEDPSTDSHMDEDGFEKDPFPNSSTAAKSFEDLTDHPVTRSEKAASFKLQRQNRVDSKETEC
Tn6 DDE FP – inhibitors of Tn6 peptide binding to fibrin DD(E), primary screen, biochemical, fluorescence polarization, human fibrin, Tn6 probe; Fibrin DD(E) TRITC-Tn6 fluorescence polarization displacement; inhibition, % at 8.3 µM; Fibrinogen beta chain (Homo sapiens), P02675; hit rate 0.21% among 370,000; AID 720509, 2013;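 active = inhibition above a per-campaign cutoff: mean of compounds within control limits plus 3 SD, cut at about 15% in these data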;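 also: 0% = median of all compound wells on the plate and 100% = blocking peptide control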
ARFGAP1 inh – inhibitors of rat ARFGAP1 GAP activity, primary screen, biochemical, fluorescence polarization, GDP tracer | ADP-ribosylation factor GTPase-activating protein 1 (Rattus norvegicus), Q62848 | Arfgap1-stimulated ARF1 GTP hydrolysis, GDP FP detection | inhibition, % at 16.5 µM | hit rate 0.26% among 360,000 | AID 651572, 2012;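 active = inhibition above a per-plate limit, mean inhibition of low control wells plus 3 SD, cut at about 25% in these data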;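 also: 0% = DMSO wells with enzyme and 100% = wells lacking Arfgap1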
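Assay system: Rat Arfgap1 GAP domain (His6, aa 1-136), purified enzyme | Buffer or medium: HEPES 25 mM pH 7.5, NaCl 150 mM, MgCl2, DTT | Schedule: GTP hydrolysis reaction 2 h at 25 °C | Signal: FP of antibody-bound GDP Alexa 633 tracer, ex 620/em 688 nm | Measure: Percent inhibition of Arfgap1-stimulated GTP hydrolysis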
ADAM10 inh – human ADAM10 inhibitors, primary screen, biochemical, QFRET, HTS | hit rate 0.62% among 370,000 | Disintegrin and metalloproteinase domain-containing protein 10 (Homo sapiens), O14672 | recombinant ADAM10, EDANS/DABCYL FRET peptide cleavage, 3 h | AID 720582, 2013 | inhibition, % at 7 µM;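 active = inhibition above a per-campaign cutoff equal to the mean of compounds falling between control-based bounds plus 3 SD, cut at about 20% in these data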;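 also: 0% = DMSO wells while the 100% control is not disclosed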
TDP2 absorb – human TDP2 enzyme inhibitors, primary screen, biochemical, epi absorbance, recombinant enzyme; inhibition, % at 12.8 µM; hit rate 0.34% among 370,000; Tyrosyl-DNA phosphodiesterase 2 (Homo sapiens), O95551; T5PNP hydrolysis, p-nitrophenol absorbance 415 nm; AID 720702, 2013;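 active = inhibition above the mean of all tested compounds plus 3 SD, set per campaign, cut at about 25% in these data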;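 also: 0% = DMSO with enzyme and 100% = buffer with substrate but no TDP2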
Target sequence (O95551 whole entry, looked up): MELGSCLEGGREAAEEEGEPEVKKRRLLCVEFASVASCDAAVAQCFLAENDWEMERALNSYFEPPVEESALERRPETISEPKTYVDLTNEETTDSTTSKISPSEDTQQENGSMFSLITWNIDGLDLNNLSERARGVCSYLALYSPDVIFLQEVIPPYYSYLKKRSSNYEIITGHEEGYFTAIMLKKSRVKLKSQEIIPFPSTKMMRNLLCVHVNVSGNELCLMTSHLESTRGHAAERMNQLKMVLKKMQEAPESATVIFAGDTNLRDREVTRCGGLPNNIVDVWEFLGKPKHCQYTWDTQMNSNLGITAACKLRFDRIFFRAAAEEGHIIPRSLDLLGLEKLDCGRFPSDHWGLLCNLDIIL
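System: recombinant human TDP2 / Amount: 120 nM TDP2 per well / Also added: 5 mM T5PNP chromogenic substrate / Doses: 12.8 µM single point, 1% DMSO / Incubation: 2 h at 37 °C / Detection: p-Nitrophenol epi absorbance / Evaluation: % inhibition relative to enzyme-containing and enzyme-free wells / Repeats: singlicate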
An asterisk follows results filed as active; . = not tested or not shown; + = active, no number.

mol	ASAP1 inh	LEDGF integ inh	Tn7 DDE FP	proKLK7 act	PLC-gamma1 inh	ADAM17 inh	Tn6 DDE FP	ARFGAP1 inh	ADAM10 inh	TDP2 absorb
COc1cccc(CN2CCN(Cc3nc(-c4cccs4)oc3C)CC2CCO)c1 (centres undefined)	9	0	3	-1.4	-4	-5	-8	2	-11	0
Cc1ccc(NC(=S)NNC(=S)NC2CCCCC2)cc1	3	4	2	0.5	4	3	2	-1	5	-14
Cc1ccccc1NC(=O)c1cc(S(=O)(=O)Nc2cccc(C(=O)O)c2)ccc1Cl	7	-2	5	-0.3	0	4	4	-10	3	2
O=C(CSc1nnc2ccc(-c3ccccc3)nn12)NCC1CCCO1 (centres undefined)	8	0	1	4.1	-140	-27	4	-8	-51	0
O=C(NCc1cccc(F)c1)C1CCN(S(=O)(=O)Cc2ccccc2)CC1	0	-1	-1	-0.1	5	-1	4	-16	-4	5
O=S(=O)(CCN1CCOCC1)c1ccc(OC(F)(F)F)cc1	-3	-1	-1	0.3	4	0	-3	2	12	-11
C[C@@H]1C[C@@H]2O[C@H]2/C=C\C=C\C(=O)Cc2c(Cl)c(O)cc(O)c2C(=O)O1	6	11	6	1.4	-21	-4	0	11	-14	4
Cc1nnn(C23CC4CC(CC(C4)C2)C3)n1	-9	2	3	-0.9	-2	0	-2	-12	-5	6
CCN(CC(=O)NCCc1ccccc1)S(=O)(=O)c1ccccc1	2	2	10	0.6	-2	-5	7	2	-3	-2
O=C(O)c1ccc2c(c1)C(=O)N(c1cc([N+](=O)[O-])ccn1)C2=O	1	-1	-5	-0.2	3	-2	-4	6	-8	4
CCOC(=O)CNc1nc(Cl)c(C#N)s1	-1	0	-7	0.1	0	1	-2	-3	-2	2
Cc1cccc(C2c3[nH]c4ccccc4c3CCN2C(=O)c2cc3c([nH]c2=O)CCCC3)n1 (centres undefined)	4	5	-4	-0.6	-1	-1	-7	11	-3	1
O=S(=O)(c1ccccc1)c1nc(NC2CC2)sc1Cl	-16	-3	-2	-0.3	-1	-3	2	-2	1	16
CCCc1nnc(NC(=O)CCC(=O)N2CCN(S(=O)(=O)c3ccc(C)cc3)CC2)s1	-5	1	3	0.0	0	1	6	6	-1	-4
CN(CCOc1ccc(Cl)cc1)C(=O)C1CCN(C(=O)c2ccc(Cl)cc2)CC1	10	2	-5	0.4	4	3	1	15	7	-17
Cc1cc(C(=O)N/N=C2\CCCc3ccccc32)c(C)o1	5	1	-1	0.8	-1	0	-6	1	4	-5
C[C@@H]1CCCCO[C@H](CN(C)C(=O)c2ccccc2)[C@@H](C)CN([C@H](C)CO)C(=O)c2cc(NC(=O)NC3CCCCC3)ccc2O1	-2	1	0	0.6	0	-4	-3	-7	-15	-3
COc1ccccc1N1CCN(C/C(O)=C(\C#N)c2nc(-c3ccccc3)cs2)CC1	1	4	3	0.2	-4	-38	1	6	4	3
Cc1nc2c(-c3ccccc3)c(C)[nH]n2c(=O)c1Cl	-3	1	-8	-0.7	-104	-20	-1	1	-51	-1
O=C(O)CC(NNC(=O)c1ccccc1)C(=O)Nc1cccc([N+](=O)[O-])c1 (centres undefined)	7	2	-2	-0.4	5	-7	-1	8	6	0
CC(C(=O)N1CCCC1)c1ccc([N+](=O)[O-])cc1 (centres undefined)	-9	2	3	0.1	2	1	1	3	0	8
Cc1ccc(C(C)C)cc1OCCN1CCCC1	1	0	1	-0.1	1	-1	1	-11	-3	15
CC(/C=C/c1ccco1)=N\NC(=O)c1cc(C)[nH]n1	-1	6	9	1.0	-14	-5	2	7	-13	2
CN(c1ccc(NC(=O)Cc2c[nH]c3ccccc23)cc1)c1ccccn1	3	-4	-1	-0.2	-9	-2	3	13	-4	2
COc1ccccc1-c1nnc(NC(=O)c2cccc(N3C(=O)CCC3=O)c2)o1	-7	2	1	0.2	-1	-4	-1	6	-7	5
CN(C(=O)c1ccccc1)c1nc2ccccc2s1	-7	-6	9	0.4	6	3	1	-13	7	-18
Nc1nc(N)nc(COc2ccccc2)n1	4	2	-1	0.8	6	3	-2	11	9	2
O=C1NC[C@@H](Cc2cccc3ccccc23)N(CCC23CC4CC(CC(C4)C2)C3)C1=O	3	1	-8	0.2	3	-4	-3	-6	-2	0
Cc1ccc(CNS(=O)(=O)c2ccc3c(c2)NC(=O)CS3)cc1	6	-5	-5	-0.2	0	1	0	-1	-8	-10
Cc1ccc(C(=O)CN(CCCC(N)=O)S(=O)(=O)c2ccc([N+](=O)[O-])cc2)cc1	17	0	3	0.3	1	0	-9	3	-5	1
C=CCn1c(=N)n(CC(O)COc2ccc(OC)cc2)c2ccccc21 (centres undefined)	0	8	-2	-0.1	3	-1	-1	-7	-2	10
COc1ccc(Cl)cc1N1CC(c2nc3ccccc3[nH]2)CC1=O (centres undefined)	3	-2	-3	0.2	3	1	4	5	-7	3
O=C(O)c1cccc(CN2C(=O)SC(Nc3cccc4ccccc34)C2=O)c1 (centres undefined)	9	-7	-1	60*	-24	-31	4	-6	-95	-13
Cn1nc(C(C)(C)C)cc1C(=O)N1CCCC(C)(C(=O)NS(=O)(=O)C2CC2)C1 (centres undefined)	3	-1	-6	-0.9	4	2	3	-6	-5	-4
N#C/C(C(=O)N1CCOCC1)=C1/SC(Cc2ccccc2Cl)C(=O)N1c1ccccc1 (centres undefined)	-13	0	4	0.0	-1	-4	5	-15	-2	7
COc1ccc2cc(C(=O)N(C)CC(=O)Nc3ccccc3Br)ccc2c1	-8	2	6	0.0	-6	-2	6	-22	-6	4
COc1ccc(S(=O)(=O)n2nc(OC(=O)c3ccc(C)cc3)cc2N)cc1	-3	-1	7	-0.2	-1	1	5	-2	19	-2
CC(C)(C)NC(=O)C1c2ccccc2OCC(=O)N1Cc1ccc2c(c1)OCO2 (centres undefined)	-1	-2	1	-0.8	1	-5	-7	-3	-10	1
Cc1ccc(OCCNC(=O)CN2C(=O)NC3(CCCC3)C2=O)cc1	7	-2	-7	-0.7	0	-2	-7	-2	-7	-5
Cc1c(C)c2ccc(OC(C)C(=O)N[C@@H](Cc3c[nH]c4ccccc34)C(=O)O)c(C)c2oc1=O (some centres undefined)	1	5	1	-2.5	-19	-39	-3	2	-132	7
Nn1c(SCC(=O)NCCC2=CCCCC2)nnc1C1CCCCC1	9	6	5	0.1	7	-5	-5	4	-15	-6
CCOc1ccc2nc(SCC(=O)NCc3ccc4c(c3)OCO4)[nH]c2c1	8	3	6	-0.7	13*	5	-1	-3	15	-23
CCCCn1c(N)c(N(CC(C)C)C(=O)Cn2c(=O)oc3ccccc32)c(=O)[nH]c1=O	-3	-2	-3	0.5	1	-8	3	6	-5	-4
S=c1[nH]nc(-c2ccncc2)n1/N=C/c1cn(-c2ccccc2)nc1-c1ccc(Cl)cc1	-3	2	0	0.1	0	4	4	-6	7	11
Cc1ccc(SCCC(=O)N2CCCC2)cc1	1	-3	6	0.4	0	-1	8	-1	0	-5
CN(c1ccccc1)c1nc(N)c([N+](=O)[O-])c(N2CCCCC2)n1	-6	2	-2	-0.5	3	1	0	4	2	-1
CC(C)c1nnc(NC(=O)CCC(=O)NC2CCCCCCC2)s1	-9	-1	0	0.7	0	-5	10	12	-7	7
CCOC(=O)c1ccc(S(=O)(=O)N2CCN(C3CC(=O)N(c4ccc(OC)cc4)C3=O)CC2)cc1 (centres undefined)	6	0	-1	-0.2	-16	-2	2	6	-1	1
Cc1c(C(=O)N2CCN(C/C=C/c3ccccc3)CC2)oc2c(F)cccc12	9	-5	-6	0.0	-3	-3	-5	-5	-2	-20
CCCCOC(=O)N/N=C/C=C/c1ccccc1	-4	-1	5	-0.1	-1	0	-1	0	-3	2
CC(=O)OCC(=O)C1(O)CCC2C3CCC4=CC(=O)CCC4(C)C3(F)C(O)CC21C (centres undefined)	-7	-2	-1	-0.5	1	-2	0	-4	-19	-6
COC(=O)/C=C1\N/C(=N\c2nc(C)cc(C)n2)N(c2ccc(C)c(C)c2)C1=O	1	-2	8	-0.5	8	1	3	-13	8	-4
COc1cccc(-c2noc(-c3ccoc3C)n2)c1	-4	1	-1	-0.3	-1	-1	1	-1	2	12
O=C(NCc1ccco1)c1ccccc1NS(=O)(=O)c1ccc2c(c1)OCCO2	4	2	3	-1.4	-21	-23	-5	8	-67	8
Cc1cc(/C=C(\C#N)C(=O)Nc2ccccc2F)c(C)[nH]1	3	3	0	32*	-70	-28	0	4	-72	-27
CCOC(=O)N1CCN(CCC(=O)Nc2ccc(F)c(F)c2)CC1	0	7	-6	-0.4	-1	2	-6	-14	6	1

Following part
mol	ASAP1 inh	LEDGF integ inh	Tn7 DDE FP	proKLK7 act	PLC-gamma1 inh	ADAM17 inh	Tn6 DDE FP	ARFGAP1 inh	ADAM10 inh	TDP2 absorb
Nc1ccc2nc(-c3cccc(-c4nc5ccc(N)cc5[nH]4)n3)[nH]c2c1	+	-7	6	-1.7	-31	-4	-42	+	1	17
COc1cc(S(=O)(=O)Nc2cccnc2)ccc1F	4	-2	-5	0.1	-1	-7	-4	6	-1	4
O=C(NCCN1CCC(Cc2ccccc2)CC1)C1CCCN(S(=O)(=O)c2ccccc2)C1 (centres undefined)	.	3	-2	0.2	4	1	-1	.	1	-4
CCOC(=O)N1CCC(N(CCN(C)C)C(=S)Nc2cccc(OC)c2)CC1	2	3	-1	0.0	4	-2	-15	-1	6	-2

From PubChem BioAssay
